High-throughput results (PubChem BioAssay)
HP1b binding inh: inhibitors of HP1-beta chromodomain binding to methylated histone tails. P83916. AlphaScreen HP1-beta / biotin-H3K9me3 peptide binding. Potency, µM (highest dose often 114 µM), for inactives: at the top dose activity change, negative = inhibition, most hits filed as inhibitors. hit rate 0.56% among 390,000. AID 540317; also: potency is read from the fitted curve at half-maximal effect; nearly all actives have a fitted effect of over 70% in size; inactives centre near 23
Target sequence (P83916 whole entry, looked up): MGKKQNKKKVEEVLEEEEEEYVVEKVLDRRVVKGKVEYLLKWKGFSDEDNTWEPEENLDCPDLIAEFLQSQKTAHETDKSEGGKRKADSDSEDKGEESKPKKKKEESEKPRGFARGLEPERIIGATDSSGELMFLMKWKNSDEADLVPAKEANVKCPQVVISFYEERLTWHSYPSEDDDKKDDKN
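HP1-beta protein (50 nM final) preincubated 30 min at room temperature with biotinylated H3(1-18)K9me3 peptide (50 nM) in PBS pH 7.4, 0.01% Tween-20, then compound added for 30 min. AlphaScreen streptavidin donor/nickel chelate acceptor beads (10 ug/mL final), 30 min dark, luminescence read.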
PI4K2A inh: blocks human PI4K2A kinase activity; purified PI4K2A, ADP-Glo luminescence, 1 h; active compounds read low; activity change, negative = inhibition, % at 76.9 µM; hit rate 0.13% among 420,000; AID 1346378; in the data active = activity change below about -50%; inconclusive = mostly about -30% to -49%;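 also: -100% = wells without enzyme as full effect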
Target sequence (Q9BTU6 whole entry, looked up): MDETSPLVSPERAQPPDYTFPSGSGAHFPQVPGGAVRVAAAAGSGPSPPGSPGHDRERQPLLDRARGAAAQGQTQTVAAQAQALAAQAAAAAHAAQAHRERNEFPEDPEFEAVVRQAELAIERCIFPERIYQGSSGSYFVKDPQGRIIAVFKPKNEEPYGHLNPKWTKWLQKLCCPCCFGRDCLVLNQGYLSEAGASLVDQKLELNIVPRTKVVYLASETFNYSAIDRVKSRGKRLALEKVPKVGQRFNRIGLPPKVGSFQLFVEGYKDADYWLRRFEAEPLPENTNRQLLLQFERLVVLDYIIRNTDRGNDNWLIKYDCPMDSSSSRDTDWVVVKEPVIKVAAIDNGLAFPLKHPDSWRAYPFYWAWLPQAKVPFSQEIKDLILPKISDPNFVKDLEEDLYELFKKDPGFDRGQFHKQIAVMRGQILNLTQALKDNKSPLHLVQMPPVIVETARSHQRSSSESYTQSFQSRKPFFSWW
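Compounds are screened against recombinant PI4K2A using PI as substrate and ATP, the latter dispensed at 300 microM. Reactions run one hour at ambient temperature before ADP-Glo detection; full inhibition defined by wells lacking enzyme.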
JMJD2A Tudor inh: inhibitors of human JMJD2A Tudor domain. AlphaScreen JMJD2A-Tudor / H3K4me3 peptide binding. Potency, µM (top dose mostly 114 µM), for inactives: top-dose activity change, negative = inhibition, usual class: inhibitors. hit rate 4.4% among 390,000. AID 504339; also: potency is read from the fitted curve at half-maximal effect; % is scaled to controls: 0 for no effect and ±100 for the full control effect; nearly all actives have a fitted effect of over 50% in size
RGS4 inh: inhibitors of human regulator of G protein signaling 4 | hit rate 0.039% among 390,000 | P49798 | Potency, µM (titrated, usually from 114 µM), without a hit: at the highest dose activity change, negative = inhibition, usual class: inhibitors | Transcreener GDP fluorescence polarization, RGS4-accelerated GTP hydrolysis; also: potency is read from the fitted curve at half-maximal effect; % is scaled to controls: 0 for no effect and ±100 for the full control effect; nearly all actives have a fitted effect of over 75% in size; some results filed as inactive show a strong effect at the top dose
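MLSMR compounds (23 nl, pin-transferred) preincubated 10 min at room temperature with a 500nM (2x) first reagent, then RGS4 at 900nM (2x) plus Transcreener GDP mix added; fluorescence polarization (620/688 nm) read before and after 90 min at 30 °C.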
ERG Ets-DNA blk: blocks human ERG Ets domain binding to DNA; P11308; fluorescence polarization, His-ERG Ets domain / labelled DNA; Potency, µM (top dose mostly 76.9 µM), for the others: top-dose FP activity, negative = inhibition, most hits filed as inhibitors; hit rate 0.028% among 370,000; AID 624246; active = well fitted inhibition curve with a large enough effect in the polarisation, with a control signal flat; inconclusive = small, poorly fitted or top-dose-only effect, or effect the other way, or a change in a side signal; inactive = no such curve, though single readings can be large or run the other way; the % refers to the polarisation;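 also: polarization taken with two DNA probes labelled with fluorescein and Texas red; potency is read from the fitted curve at half-maximal effect; % of control where 0% means no effect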
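His-tagged ERG Ets domain (1 uM in the protein solution; 300mM KCl, 50mM Tris-HCl, 1mM EDTA, 1mM DTT, pH 7.5) received compound, then a probe mix of 5 nM fluorescein-DNA and 100nM Texas-615-DNA. Fluorescence polarization was read for both dyes.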
G9a inh: G9a (human) methyltransferase inhibition; hit rate 8.8% among 350,000; G9a H3K9 monomethylation, AlphaScreen, 2 h; AID 504332; Potency, µM (series often up to 102 µM), for the others: at the top dose activity, negative = inhibition, most hits filed as inhibitors; Q96KQ7; also: potency is read from the fitted curve at half-maximal effect; % is scaled to controls: 0 for no effect and ±100 for the full control effect; nearly all actives have a fitted effect of over 75% in size
Target sequence (Q96KQ7 913-1193 limits assumed): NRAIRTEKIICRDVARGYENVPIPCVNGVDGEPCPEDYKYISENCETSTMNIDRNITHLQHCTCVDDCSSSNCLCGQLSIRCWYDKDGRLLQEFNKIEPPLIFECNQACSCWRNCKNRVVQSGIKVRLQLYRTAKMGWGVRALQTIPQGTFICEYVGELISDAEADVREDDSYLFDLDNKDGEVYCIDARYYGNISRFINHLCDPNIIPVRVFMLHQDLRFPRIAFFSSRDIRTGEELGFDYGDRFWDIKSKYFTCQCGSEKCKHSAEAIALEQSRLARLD
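G9a (20 nM) preincubated 15 min RT with compounds, then 500 nM biotinylated H3K9 peptide and 20 uM SAM added; 2 h RT reaction. Monomethyl-H3K9 product detected by AlphaScreen with anti-H3K9me1 antibody, streptavidin donor and anti-rabbit IgG acceptor beads.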
GLS inhibitor: inhibitors of human glutaminase (GLS). O94925. GLS enzymatic activity, qHTS titration. Potency, µM (titrated, usually from 45.5 µM), for the others: top-dose activity change, negative = inhibition, actives largely listed as inhibitors. hit rate 0.21% among 410,000. AID 624170; also: potency is read from the fitted curve at half-maximal effect; % is scaled to controls: 0 for no effect and ±100 for the full control effect
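Human kidney-isoform GLS in 45 mM KH2PO4 pH 8.2, 0.02% Tween-20, with compound, started with 1mM L-Glutamine (added stock). Glutamate oxidase/HRP/Amplex red coupled fluorescence read at start and after 30 min at RT.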
BAZ2B inh: inhibitors of human BAZ2B bromodomain | Q9UIF8 | AlphaScreen BAZ2B-H3K14Ac peptide displacement | Potency, µM (doses to about 114 µM), without a hit: top-dose activity change, negative = inhibition, hits mostly inhibitors | hit rate 4.4% among 360,000 | AID 504333; also: potency is read from the fitted curve at half-maximal effect; % is scaled to controls: 0 for no effect and ±100 for the full control effect; nearly all actives have a fitted effect of over 60% in size
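BAZ2B (50 nM) with biotin-H3(5-23)K14Ac peptide (50 nM) in PBS pH 7.4, 0.01% Tween-20, preformed 30 min, then compound 30 min at room temperature; top concentration 110uM. AlphaScreen streptavidin donor/nickel chelate acceptor beads (10 ug/mL final), 20 min dark, signal read.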
12-LOX inh: blocks human arachidonate 12S-lipoxygenase; P18054; purified 12hLO, xylenol orange hydroperoxide absorbance; Potency, µM (highest dose often 108 µM), without a hit: top-dose activity change, negative = inhibition, hits mostly inhibitors; hit rate 1.1% among 580,000; also: potency is read from the fitted curve at half-maximal effect; % is scaled to controls: 0 for no effect and ±100 for the full control effect
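Purified human 12hLO (150 nM final) in 25 mM Hepes, 0.01% Triton X-100, pH 7.0 was preincubated 15 min at room temperature with compound. Then 40 uM arachidonic acid was added, 30 min. Hydroperoxide was read by Fe-XO absorbance ratio 573/405 nm.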
* marks the source's active call; other numbers are inactive results; u = inconclusive; x = no result given; [ ] = remark or other dose. Unless noted, calls follow the shape of the dose curve; as a rule, active = well fitted curve in the direction sought with a large enough effect; inconclusive = small, poorly fitted or top-dose-only effect, or another doubt; inactive = no such curve, though single readings can be large; an effect the other way counts as inactive or inconclusive.

SMILES | HP1b binding inh | PI4K2A inh | JMJD2A Tudor inh | RGS4 inh | ERG Ets-DNA blk | G9a inh | GLS inhibitor | BAZ2B inh | 12-LOX inh
Cc1ccc(C)c(NC(=O)N2CCC(CN3CCOCC3)CC2)c1 | 38% | -5 | -22% | 9% | 2% | -22%[59 µM] | -9% | -16% | -9%
COc1ccc(NC(=O)C2CCN(C(=O)Nc3ccccc3)CC2)cc1S(=O)(=O)N(C)C | 15% | -4 | -17% | 2% | -15% | 12%[2.33 µM] | 1% | -15% | 8%
O=C(NC1CCCC1)C(c1cccs1)N(CC1CCCO1)C(=O)Cc1cccs1 (configuration not stated) | 43%[activator] | 0 | -3% | -31% | 1% | 45µM* | -1% | 7% | u
Cc1ccc(C)c(NC(=O)CN(C)C(=O)c2ccc(S(=O)(=O)N(C)c3ccccc3)cc2)c1 | 21% | 9 | -22% | 10% | 1% | 18%[12.7 µM] | -5% | 6% | -20%
CCOC(=O)C1CCCN(C(=O)Cn2c(=O)c3cccn3c3cccnc32)C1 (configuration not stated) | 30% | 2 | -16% | 17%[11.4 µM] | -7% | 7% | -1% | -20% | 4%
COc1ccc(CN2CCNC(=O)C2CC(=O)N(C)Cc2nccs2)c(OC)c1 (configuration not stated) | 17% | -5 | -32% | -28%[56.9 µM] | 0% | 3% | 4% | -11%[57.1 µM] | u
O=C(CC1N=C2c3ccccc3N=C(SCc3ccccc3F)N2C1=O)NCc1cccs1 (configuration not stated) | 2% | -3 | -24% | -1% | -4% | 3%[59 µM] | -3% | -14% | -1%
COc1cc(C)c(Br)cc1S(=O)(=O)NCCCN1CCOCC1 | 32% | 4 | -10% | -5% | 6% | x | 9% | 9% | u
Cc1ccc2[nH]c(=O)c(CN(c3cccc(C)c3C)S(=O)(=O)c3ccccc3)cc2c1 | 26% | 5 | -18% | -8% | -2% | 44%[activator] | -4% | -16% | x
O=C(NCCc1ccc(Cl)cc1)C1CCN(S(=O)(=O)N2CCCC2)CC1 | 26% | 2 | -8% | 12% | x | u | 4% | -11% | 22%
COc1ccccc1C(=O)NNC(=O)C(=O)N1CCCCC1 | 18% | 0 | u | 11% | 6% | x | 12% | u | 0%
CCCCc1nnc(NC(=O)C=C(C)C)s1 | 34% | 3 | -8% | -17% | -12% | 11%[59 µM] | -3% | 5% | 0%
CCn1cc(C(=O)O)c(=O)c2cc(F)c(N3CCN(C(=O)Nc4ccccc4)CC3)cc21 | 16% | -7 | 22µM* | -5% | 1% | 40µM* | 2% | -7% | 8%
COCCCNC(=O)c1cccn2c(=O)c3cc4ccccc4cc3nc12 | -16% | 0 | u | -9% | 0% | u | 0% | u | 4%
COc1ccc(C2=Nn3c([n+](C)c4ccccc43)SC2)cc1 | 37% | -9 | -7% | -20% | -16% | -40% | 0% | -15% | -3%
Cc1cc(O)c(/C=N/OCc2ccc(Cl)cc2Cl)c(=O)o1 | 10% | -7 | u | 13% | -1% | 20µM* | -12% | 1% | -12%
COc1cccc(NC(=O)c2nn(C34CC5CC(CC(C5)C3)C4)cc2[N+](=O)[O-])c1 | -4% | 19 | -9% | 3% | -3% | -17%[59 µM] | -3% | -29% | 0%
COc1cccc(OCC(=O)NC2CCCCC2)c1 | 20% | -1 | -9% | 17% | x | 25%[12.7 µM] | 12% | -2% | 2%
CSCCC(NS(=O)(=O)c1cc(C(=O)O)ccc1Cl)C(=O)O (configuration not stated) | 15% | -2 | u | 17% | -8% | u | -2% | -21% | -8%
COc1ccc2nc(NC(=O)C3CCCN3S(=O)(=O)c3ccc(C)cc3)sc2c1 (configuration not stated) | 32% | -2 | -23% | -48% | 9% | -12% | 2% | 7% | 0%
COC(=O)CCC(=O)OC1(C)C(=O)C=C2C=C(C3CC3)N(C3CC3)C=C2C1=O (configuration not stated) | 13% | u | -21% | -20% | -21% | 32%[59 µM] | 16% | -16% | -7%
CC(C)(C)OC(=O)N1CCCN(C(=O)Nc2ccc(C(F)(F)F)cc2)CC1 | 25% | 2 | -10% | 4% | 1% | 20% | -5% | 3% | 6%
O=C(O)c1ccc(SCc2cnc(Cl)s2)cc1 | 76%[activator] | -6 | -4% | -26% | 3% | 53%[activator][59 µM] | -12% | -8% | 21%
CCCNC(=O)Cn1nc(-c2ccc(C)c(C)c2)c2cnc3ccc(F)cc3c21 | -15% | 6 | -30% | -3% | 3% | -3%[59 µM] | -11% | -12% | -9%
COc1ccccc1N1CCN(S(=O)(=O)c2c(C)sc3ncn(CC(=O)N(C)c4ccc(C(C)C)cc4)c(=O)c23)CC1 | 21% | 3 | -26% | 4% | 3% | -48%[59 µM] | -3% | -11% | -17%
CCOc1ccc2oc(C(=O)OCC(=O)NC(=O)NC)c(C)c2c1 | 31% | 1 | -9% | 0% | -2% | -6% | -10% | 0% | -1%
CC(=O)C1=C(c2ccc(Cl)c(Cl)c2)N(C(C)=O)n2c(nnc2-c2ccccc2)S1 | 46%[activator] | 9 | u | 12% | 3% | 5%[59 µM] | 6% | -3% | -2%
O=C(CN(C(=O)CCC(=O)Nc1nccs1)c1ccc(F)cc1)NCc1ccc(F)cc1 | 46% | -6 | -16% | -17% | -2% | 4% | -3% | 13% | -15%
Cc1ccccc1NC(=S)NC1(C)CCS(=O)(=O)C1 (configuration not stated) | 17% | -2 | -4% | -4% | -5% | -10%[59 µM] | 9% | 2% | -15%
CC(=O)c1ccc(NC(=S)N2CCCC2)cc1 | 18% | 5 | -17% | 19% | 2% | 53%[activator] | 5% | -14% | 385%[activator]
CN(C)c1ccc(NC(=O)CSc2n[nH]c(-c3ccncc3)n2)cc1 | 21%[57 µM] | 4 | 2% | 1% | 2% | x | 8% | x | -1%
CCOCC(=O)Nc1cc(C(=O)Nc2cccc(C)c2C)ccc1Cl | 14% | 1 | 1% | -2% | x | 2%[12.7 µM] | -14% | 8% | 12%
Cc1cccc(NS(=O)(=O)c2ccc(C)c(C(=O)NCc3ccncc3)c2)c1 | 19% | 0 | -11% | -5% | -4% | -14%[59 µM] | -16% | 8% | -7%
COc1ccc(S(=O)(=O)Nc2cccc(-n3cnnn3)c2)cc1OC | 45%[activator] | 6 | 14% | -11% | -6% | -11% | -9% | -17% | 8%
CC1CCCN1CC#CC(O)(c1ccccc1)c1ccccc1 (configuration not stated) | 21% | 0 | 5% | -11% | 4% | u | 2% | -21% | 0%
Cc1ccc(/C(O)=C/c2nc3ccccc3oc2=O)cc1 | 34% | -11 | 0% | -39% | -3% | 28µM* | -4% | -31% | -18%
O=C(NC1CCCN(c2ccc(C(F)(F)F)cn2)C1)c1ccnc(Cl)c1 (configuration not stated) | 25% | 0 | -1% | 24% | -3% | x | 6% | 6% | 0%
NNC(=O)c1cc(-c2ccco2)[nH]n1 | 50%[activator] | -5 | -14% | 2% | 10% | -35% | 16% | -29% | 8%
Cc1c(C)c2ccc(OCc3ccc(C(=O)O)o3)c(C)c2oc1=O | 29% | 1 | u | 17% | 6% | -44% | 3% | 6% | 0%
Cc1nc2ncccn2c1-c1csc(NCc2ccco2)n1 | 5% | -22 | -6%[57.1 µM] | 6%[11.4 µM] | -14% | u | 2% | u | -20%
CC(C)(C)c1ccc2c(c1)OC(C(=O)N/N=C\c1ccncc1)CO2 (configuration not stated) | -3% | -9 | -4% | -6% | 6% | 8% | 0% | -3% | 0%
Cc1ccc(-c2nnc(SCC#CCOC(=O)c3cccs3)o2)cc1 | 121%[activator] | 3 | 35% | -33% | -13% | u | 3% | 34%[activator] | 1%
CCCNC(=O)N1CCC(c2ccc3c(c2)OCO3)CC1 | 20% | -2 | -9% | 20% | -3% | 35% | 0% | -3% | -4%
COC(=O)N/N=C/c1cccc([N+](=O)[O-])c1 | 31% | 10 | -7% | -7% | 10% | -1% | -3% | -2% | 83%[activator]
CSc1ncccc1C(=O)OCC(=O)NCc1cccs1 | 19% | 1 | -3% | 33% | -9% | x | 4% | x | -3%
CCCOC1CCCN(Cc2nc(-c3cnccn3)no2)C1 (configuration not stated) | 29% | 0 | -6% | -26% | -1% | 6% | -7% | 3% | 12%
CCN(C(=O)COC(=O)CNC(=O)C12CC3CC(CC(C3)C1)C2)C1CCS(=O)(=O)C1 (configuration not stated) | 36%[activator] | -5 | 6% | -19% | -18% | -1%[59 µM] | -2% | -27% | -3%
CCCC(=O)Nc1c2c(nn1-c1ccc(OC)cc1)CS(=O)C2 (configuration not stated) | 12% | 1 | 6% | 44% | -4% | -7%[59 µM] | 1% | -1% | -5%

This is a subset, so the mix of outcomes need not match the whole.
